From PubChem BioAssay
G9a inh: G9a (human) methyltransferase inhibition | Q96KQ7 | G9a H3K9 monomethylation, AlphaScreen, 2 h | Potency, µM (top dose mostly 102 µM), inactives show top-dose activity, negative = inhibition, actives largely listed as inhibitors | hit rate 8.8% among 350,000 | AID 504332; further: on the % scale 0 is the no-effect control and ±100 the full control effect; nearly all actives have a fitted effect of over 75% in size
Target sequence (Q96KQ7 913-1193 limits assumed): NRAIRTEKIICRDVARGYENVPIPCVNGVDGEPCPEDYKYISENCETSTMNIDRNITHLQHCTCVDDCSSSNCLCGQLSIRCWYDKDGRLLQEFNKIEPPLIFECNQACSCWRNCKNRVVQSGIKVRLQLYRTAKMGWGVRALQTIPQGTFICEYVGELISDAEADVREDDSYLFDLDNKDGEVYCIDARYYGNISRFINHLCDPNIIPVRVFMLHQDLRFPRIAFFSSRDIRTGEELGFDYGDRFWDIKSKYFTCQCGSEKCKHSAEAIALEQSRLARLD
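Step 1: enzyme (final 20 nM) with compound, 15 min RT. Step 2: substrate peptide 500 nM and SAM 20 uM, 2 h RT. Step 3: anti-H3K9me1 antibody and AlphaScreen beads, 10 min, then plate read.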
JMJD2A Tudor inh: blocks the human JMJD2A Tudor domain | AlphaScreen JMJD2A-Tudor / H3K4me3 peptide binding | Potency, µM (highest dose often 114 µM), without a hit: at the highest dose activity change, negative = inhibition, usual class: inhibitors | hit rate 4.4% among 390,000 | AID 504339; further: on the % scale 0 is the no-effect control and ±100 the full control effect; nearly all actives have a fitted effect of over 50% in size
HP1b chromo inh: blocks HP1-beta chromodomain binding to methylated histone tails | P83916 | AlphaScreen HP1-beta / biotin-H3K9me3 peptide binding | Potency, µM (titrated, usually from 114 µM), without a hit: at the highest dose activity change, negative = inhibition, actives largely listed as inhibitors | hit rate 0.56% among 390,000 | AID 540317; further: nearly all actives have a fitted effect of over 70% in size; inactives centre near 23
Target sequence (P83916 whole entry, looked up): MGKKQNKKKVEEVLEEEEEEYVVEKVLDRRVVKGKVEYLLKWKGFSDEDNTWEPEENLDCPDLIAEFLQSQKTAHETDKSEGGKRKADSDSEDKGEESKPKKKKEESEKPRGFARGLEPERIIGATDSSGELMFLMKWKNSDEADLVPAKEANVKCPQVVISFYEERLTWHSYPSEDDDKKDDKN
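HP1-beta protein (50 nM final) preincubated 30 min at room temperature with biotinylated H3(1-18)K9me3 peptide (50 nM) in PBS pH 7.4, 0.01% Tween-20, then compound added for 30 min. AlphaScreen streptavidin donor/nickel chelate acceptor beads (10 ug/mL final), 30 min dark, luminescence read.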
GLS inhibitor: glutaminase GLS (human) inhibition; O94925; hit rate 0.21% among 410,000; AID 624170; GLS enzymatic activity, qHTS titration; Potency, µM (doses to about 45.5 µM), inactives show at the top dose activity change, negative = inhibition, actives largely listed as inhibitors; further: on the % scale 0 is the no-effect control and ±100 the full control effect
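Two-point fluorescence kinetic (t0, 30 min RT) for hKGA; glutamate detected via glutamate oxidase–HRP–Amplex Red. Substrate: 1 mM L-glutamine solution; buffer 45 mM KH2PO4, pH 8.2.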
POLI inh: inhibitors of human DNA polymerase iota | Q9UNA4 | Pol iota fluorescent replication assay, 10 min | Potency, µM (highest dose often 115 µM), inactives show at the top dose activity, negative = inhibition, actives largely listed as inhibitors | hit rate 1% among 390,000 | AID 588590
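Fluorescent replication assay read twice, at 0 min and 10 min after adding 50 nM (final) substrate. Enzyme (10 nM) and compounds were first incubated 15 min at room temperature; enzyme-free buffer wells were negative controls.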
Pin1 inhibitor: human Pin1 inhibition; Pin1 FP peptide displacement, HiFluor488, 10 min; hit rate 0.009% among 390,000; Potency, µM (series often up to 115 µM), without a hit: at the top dose activity, negative = inhibition, hits mostly inhibitors; active means well fitted inhibition curve with a large enough effect in the polarisation, with a control signal flat, not every such curve was filed as active; inconclusive means small, poorly fitted or top-dose-only effect, or effect the other way, or a change in a side signal; inactive means no such curve, though single readings can be large or run the other way; the % refers to the polarisation; further: on the % scale 0 is the no-effect control and ±100 the full control effect
Target sequence (Q13526 whole entry, looked up): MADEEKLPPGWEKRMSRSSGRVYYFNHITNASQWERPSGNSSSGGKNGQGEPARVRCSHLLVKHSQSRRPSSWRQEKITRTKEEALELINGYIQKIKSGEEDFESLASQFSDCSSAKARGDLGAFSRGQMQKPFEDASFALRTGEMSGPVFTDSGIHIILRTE
BAZ2B block: BAZ2B (human) inhibition | Q9UIF8 | AlphaScreen BAZ2B-H3K14Ac peptide displacement | Potency, µM (titrated, usually from 114 µM), without a hit: top-dose activity change, negative = inhibition, usual class: inhibitors | hit rate 4.4% among 360,000 | AID 504333; further: on the % scale 0 is the no-effect control and ±100 the full control effect; nearly all actives have a fitted effect of over 60% in size
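Protein-peptide AlphaScreen: BAZ2B 50 nM, b-H3K14Ac 50 nM, 1x PBS pH 7.4 + 0.01% Tween-20. Preincubation 30 min RT; cpd 30 min RT (top 110 uM); beads 20 min RT, light-protected.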
BLM inh: Bloom syndrome helicase (human) inhibition; recombinant BLM DNA unwinding, fluorescence dequenching; Potency, µM (titrated, usually from 56.1 µM), for inactives: at the highest dose activity change, negative = inhibition, usual class: inhibitors; hit rate 0.2% among 350,000; AID 2528;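 further: plate controls were vehicle for no effect and no enzyme for full effect; nearly all actives have a fitted effect of over 35% in size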
Tb PGK inh: inhibitors of T. brucei phosphoglycerate kinase; Potency, µM (highest dose often 57.5 µM), for the others: top-dose activity change, negative = inhibition, most hits filed as inhibitors; PGK/GAPDH coupled, Kinase-Glo luminescence, 60 min; AID 602233; hit rate 0.043% among 380,000; further: on the % scale 0 is the no-effect control and ±100 the full control effect; nearly all actives have a fitted effect of over 60% in size
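Recombinant glycosomal PGK reaction used 1,3-bisphosphoglycerate generated in-well by GAPDH (100nM final) in 100mM TEA pH 7.6, 5mM MgCl2, 0.01% Tween-20. After 60 minutes at room temperature, ATP was read by Kinase-Glo Plus luminescence end-point.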
* hit, by the source's call; i = inactive; ? = inconclusive; · = not tested or not shown; [ ] = another dose, or the depositor's remark. Unless noted, the call rests on the fitted dose curve; in most records, active means well fitted curve in the direction sought with a large enough effect; inconclusive means small, poorly fitted or top-dose-only effect, or another doubt; inactive means no such curve, though single readings can be large; an effect the other way counts as inactive or inconclusive. Potency means the concentration at half of the fitted maximal effect.

SMILES	G9a inh	JMJD2A Tudor inh	HP1b chromo inh	GLS inhibitor	POLI inh	Pin1 inhibitor	BAZ2B block	BLM inh	Tb PGK inh
CCC(=O)N(CCC(c1ccc(C)cc1)c1ccco1)Cc1ccco1 (stereo unspecified)	?	?	-9%	-5%	45µM*	-1%	50µM*	-15%	2%
CC(C)(CO)NC(=O)C(c1ccccc1)c1ccccc1	29%[12.7 µM]	-6%	13%	7%	-7%	-6%	9%	4%	·
CCOc1ccc(C(=O)Nc2onc3c2CCCC3)cc1	-4%[59 µM]	-3%	37%	2%	17%	1%	-10%	-2%	-15%
Fc1ccccc1Cn1nnc2c(-n3ccnc3)ncnc21	-30%	56µM*	-11%	-10%	19%	-7%	2%	-2%	13%
Cc1ccc(-c2nn(-c3ccccc3)cc2/C=C/C(=O)OCC(=O)NC2CC2)o1	?	-19%	25%	0%	14%	4%	1%	-3%	-6%
CC(C)N(C(=O)CSc1nnc(NC(=O)c2ccco2)s1)C(C)C	6%	-20%	28%	-4%	9%	5%	-2%	-3%	-6%
Cc1cc(-c2ccccc2)nc(N/N=C/c2ccc(O)cc2O)n1	-2%	?	4%	19%	38%[activator]	-1%	?	-11%	-10%
OC(COCc1ccccc1)CN1CCN(Cc2ccc3c(c2)OCO3)CC1 (stereo unspecified)	?	-25%	-4%	20%	-24%	9%	-28%	-3%	-7%
CC(C)Oc1ccc(/C=N/NC(=O)C(CSCc2ccccc2)NC(=O)c2ccc([N+](=O)[O-])cc2)cc1 (stereo unspecified)	5%[59 µM]	0%	21%	-6%	31%[activator]	3%	9%	-1%	-8%
C/C(=N\OC(=O)c1ccc(F)cc1)c1ccc(F)c(F)c1	-7%[59 µM]	-12%	23%	2%	?	10%	3%	-5%	2%
c1ccc(OCCN2CCOCC2)cc1	-29%[2.33 µM]	20µM*	?	-5%	47%[activator]	-10%	35µM*	-3%	i
Cc1cccc(-c2noc(-c3ccc(NCc4ccco4)c([N+](=O)[O-])c3)n2)c1	-21%[59 µM]	-15%	25%	4%	-20%	-3%	-11%	-3%	1%

6 records picked at random from those above:
SMILES	G9a inh	JMJD2A Tudor inh	HP1b chromo inh	GLS inhibitor	POLI inh	Pin1 inhibitor	BAZ2B block	BLM inh	Tb PGK inh
Cc1cccc(-c2noc(-c3ccc(NCc4ccco4)c([N+](=O)[O-])c3)n2)c1	-21%[59 µM]	-15%	25%	4%	-20%	-3%	-11%	-3%	1%
CC(C)N(C(=O)CSc1nnc(NC(=O)c2ccco2)s1)C(C)C	6%	-20%	28%	-4%	9%	5%	-2%	-3%	-6%
CCOc1ccc(C(=O)Nc2onc3c2CCCC3)cc1	-4%[59 µM]	-3%	37%	2%	17%	1%	-10%	-2%	-15%
CCC(=O)N(CCC(c1ccc(C)cc1)c1ccco1)Cc1ccco1 (stereo unspecified)	?	?	-9%	-5%	45µM*	-1%	50µM*	-15%	2%
CC(C)(CO)NC(=O)C(c1ccccc1)c1ccccc1	29%[12.7 µM]	-6%	13%	7%	-7%	-6%	9%	4%	·
OC(COCc1ccccc1)CN1CCN(Cc2ccc3c(c2)OCO3)CC1 (stereo unspecified)	?	-25%	-4%	20%	-24%	9%	-28%	-3%	-7%

(continued)
SMILES	G9a inh	JMJD2A Tudor inh	HP1b chromo inh	GLS inhibitor	POLI inh	Pin1 inhibitor	BAZ2B block	BLM inh	Tb PGK inh
COc1ccc(C(=O)Nc2nnc(C)s2)cc1S(=O)(=O)N1CCOCC1	6%[12.7 µM]	-18%	33%	1%	28%	7%	0%	·	-1%
c1cc2c3c(cccc3c1)C(N1CCCCCC1)=N2	?	-11%[57.1 µM]	27%	-3%	21%	-2%	-15%	54%[activator]	-5%
COc1ccc(NC(=O)COc2ccc(/C=C/c3cccc[n+]3C)cc2OC)cc1	9%	-9%	10%	-10%	45µM*	0%	-15%	64%[activator]	-7%
CCOC(=O)c1ccc(NC(=S)Nc2cc(C)cc(C)n2)cc1	10%	-17%	4%	6%	97%[activator]	-5%	-3%	-2%	-7%
CCCCn1c(=NC(=O)C(C)(C)Oc2ccc(Cl)cc2)c(C(=O)OCC)cc2c(=O)n3ccccc3nc21	3%[59 µM]	1%	52%[activator]	-4%	2%	-4%	5%	1%	-8%
Cc1ccccc1NC(=O)N1C2CCC1CC(O)(c1cccnc1)C2 (stereo unspecified)	9%	-16%	17%	4%	8%	-4%	6%[57.1 µM]	-3%	-10%
CN(C)CCC(O)c1ccccc1 (stereo unspecified)	27%[59 µM]	-14%	0%	3%	48%[activator]	-11%	-1%	-4%	-10%
CCn1c(SCc2nc3ccccc3s2)nnc1-c1ccccc1	?	-10%	38%[activator]	8%	3%	17%	-5%	-3%	-6%
O=C(NCc1ccccc1)C(=O)Nc1c2c(nn1-c1ccc(F)cc1)CSC2	17%[59 µM]	-1%	33%	15%	-13%	2%	-1%	-5%	3%
CCc1ccc(CC2(O)CC(C)N(C)CC2C)cc1 (stereo unspecified)	1%	-12%	16%	-8%	-6%	-3%	5%	3%	i
CCOc1cc(/C=C/C(=O)OCC(=O)NC2CCS(=O)(=O)C2)ccc1OCc1ccccc1 (stereo unspecified)	150%[activator]	108%[activator]	131%[activator]	0%	102%[activator]	-6%	109%[activator]	-14%	0%
c1ccc2c(C[C@@H]3CNCCN3CCCCC3CCCCC3)cccc2c1	·	?	-6%	0%	?	6%	·	·	i
Cc1c(C=O)c2ccccc2n1CC(=O)NCc1ccc2c(c1)OCO2	-29%	-11%	11%	18%	-2%	0%	-12%	-4%	-5%
CCOc1ccccc1N1CC(C(=O)Nc2cc(S(C)(=O)=O)ccc2Cl)CC1=O (stereo unspecified)	-27%	-14%	18%	6%	34%[activator]	-2%	-14%	·	i
O=C(c1cccc(Oc2ccccc2)c1)N1CCOCC1	27%	15%	28%	-8%	-7%	-6%	-6%	-2%	-2%
C=CCOc1ccccc1C(=O)/C=C1/C(=O)Nc2ccccc21	?	?	-13%	31%[activator]	-3%	0%	-34%	-6%	i
COc1ccc(C(=O)Nc2ccc(NC(=O)c3ccco3)c(Cl)c2)cc1OC	45%[12.7 µM]	-16%	8%	-6%	?	79%[activator]	2%	-5%	5%
Cn1c(=O)c(=O)n(C)c2cc(S(=O)(=O)N3CCc4ccccc43)ccc21	13%	33%	21%	-3%	26%	6%	-6%	-10%	-7%
Cc1cccc(C)c1NC(=O)CCS(=O)(=O)c1cccc2nsnc12	?	-17%	25%	10%	-6%	3%	-19%	-4%	-6%
FC(F)(F)c1cccc(OCCN2CCN(Cc3ccccc3)CC2)c1	11µM*	0.89µM*	?	-2%	-2%	0%	50µM*	2%	-2%
Cc1cc(C)n(-c2cccc(F)n2)n1	13%	9%	43%[activator]	-6%	42%[activator]	-14%	-11%	0%	-8%
COc1ccc(Nc2nc(N)c([N+](=O)[O-])c(NC3CCCCC3)n2)cc1	26%[2.33 µM]	?	?	-1%	14%	2%	?	?	-8%
C=CCNC(=O)c1ccccc1NS(=O)(=O)c1ccc(OC)c(C(=O)N2CCOCC2)c1	?	-3%	7%	-22%	39%[activator]	2%	4%	-2%	-4%
Cc1cc(CNC(=O)c2ccc(C)c([N+](=O)[O-])c2)c2ccccc2n1	35µM*	-8%	22%	-7%	57%[activator]	0%	-35%	-2%	-5%
Nc1nonc1N/N=C/c1c(O)ccc2ccccc12	?	-29%	16%	10%	12%	-6%	-28%	-13%	2%
CC(C)Nc1nc(-c2ccccn2)nc(-c2ccccc2)c1C#N	5%	-14%	2%	0%	64%[activator]	1%	-5%	-1%	-5%
COc1nc(Nc2ccc(-c3nc4ccccc4o3)cc2)nc(N2CCOCC2)n1	·	-2%	32%	-6%	8%	0%	·	·	-3%
Cn1c(=O)c2c(nc(NCCO)n2C)n(C)c1=O	-10%[59 µM]	13%	50%	0%	1%	?	6%	-3%	-7%
C#CC[N+]1(CC#Cc2cccc(C)c2)CCCCC1	?	-3%	31%	-2%	55%[activator]	-1%	-3%	2%	i
Cc1cccc(C)c1NC(=O)Cn1nc(C)c2sc3ccccc3c2c1=O	-48%[59 µM]	-35%	19%	-1%	-14%	18%	?	-9%	-1%
CCN(CC)S(=O)(=O)c1ccc(C)c(NC(=O)CNCc2ccccc2OC)c1	25µM*	11µM*	-22%	0%	23%	-4%	22%	0%	-8%
Cc1ccc(C(=O)COC(=O)CNC(=O)c2ccc(Br)o2)cc1[N+](=O)[O-]	-34%	-13%	83%[activator]	-5%	26%	1%	-13%	-8%	-5%
COCc1cc(C)nc(SCC(=O)Nc2cc(C(F)(F)F)ccc2N2CCOCC2)c1C#N	31%	7%	26%	-4%	53%[activator]	15%	-22%	-12%	-10%
Cn1c(CN2CCN(CCO)CC2)c(C#N)c2ccccc21	10%[59 µM]	-6%	12%	-2%	46%[activator]	-10%	3%	3%	-3%
COc1cc(OC)cc(C(=O)N[C@@H](CCSC)c2nc3ccccc3[nH]2)c1	-13%[59 µM]	?	22%	1%	-6%	2%	-9%	0%	i
Cc1ccc(S(=O)(=O)N(C)C)cc1NC(=O)COC(=O)c1ccc2c(c1)OCO2	9%	-9%[57.1 µM]	-10%	5%	5%	-5%	1%	3%	-1%

Only part of the results is shown; count on the stated rates, not on these rows.
